Pf Dd2 inh – inhibitors of Plasmodium falciparum Dd2 growth; P. falciparum Dd2 growth, SYBR Green, 72 h; Potency, µM (titrated, usually from 28.9 µM), for the others: at the top dose activity, negative = inhibition, actives largely listed as inhibitors; 120,000 tested, 4.3% active; active = well fitted inhibition curve with a large enough effect; inconclusive = small, poorly fitted or top-dose-only effect; inactive = no such curve, though single readings can be large or run the other way;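 also: plate controls were DMSO vehicle for no effect and reference drug for full effect; nearly all actives have a fitted effect of over 65% in size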
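Readout: SYBR Green fluorescence, 485 nm excitation, 535 nm emission, after ~16 h lysis at 37C. Before that, Dd2-infected red cells (2.5% hematocrit) grew 72 h with compound, 29 uM top final concentration.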
Numbers without * were called inactive; i = inactive; ? = inconclusive; [ ] = another dose, or the depositor's remark. Potency is read from the fitted curve at half-maximal effect. The list is partial. The share of hits here may be higher or lower than overall.

item	Molecule	Pf Dd2 inh
1	O=C(CCC1CCN(C(=O)c2ccccc2Cl)CC1)N1CCc2ccccc2C1	-16%
2	COCCn1c(=NC(=O)c2ccc3c(c2)OCCO3)sc2cc(NC(C)=O)ccc21	i
3	COc1ccccc1NC(=O)N1CCc2cc(OC)c(OC)cc2C1CNC(=O)c1ccccc1 (configuration not stated)	?
4	O=C(NCc1cc2n(n1)CCN(C1CCCCC1)C2)Nc1cccc(F)c1	?
5	CN1CC(=O)N(C2CCCNC2)Cc2c1ncnc2N(C)Cc1ccc(F)cc1 (configuration not stated)	5%
6	CCn1ccc(C(=O)N2[C@@H]3CC[C@H]2CC(NC(=O)c2ccc(F)cc2)C3)n1 (some centres not stated)	9%
7	CCn1cc(S(=O)(=O)N2CCC(Cc3ncc(C)n3Cc3ccc(F)cc3)CC2)cn1	-32%
8	CCCNC(=O)c1cc2sc(C)c(CN3CCCCC3)c2[nH]1	-24%
9	Cc1cnc(C)n1C1CCCN(C(=O)C2CCOCC2)C1 (configuration not stated)	i
10	O=C(CN1CC2CC(C1)[C@H]1CCCC(=O)N1C2)NCCN1CCOCC1 (some centres not stated)	11%
11	COc1cccc(C(=O)Nc2ccccc2-c2nnc(-c3ccc(C(C)(C)C)cc3)o2)c1	21%
12	Cc1nncn1C1CCN(S(=O)(=O)c2cc(F)cc(F)c2)CC1	-1%
13	O=c1[nH]c(C2CCCN(CC3CCCCC3)C2)nn1-c1ccc(Cl)cc1 (configuration not stated)	?
14	CC1=C[C@@H](CNC(=O)CCC(=O)O)[C@H](C(C)C)C[C@H]1Cc1nc2ccc(Cl)cc2[nH]1	?
15	CCc1ccc(CNC(=O)Cn2nc(C)c3c(C)n(-c4ccc(C)cc4)nc3c2=O)cc1	57%[activator]
16	COc1ccc(-c2cc(C(F)(F)F)nc(SCC(=O)NCCc3ccccc3)n2)cc1	-15%
17	CC(=O)Nc1ccc(C2(C(=O)N3CCCCC3)CCC2)cc1	?
18	CCCCCn1c(NCc2ccc(OC)cc2)nc2ccccc21	?
19	Cc1ccc(-c2nc3c(c(SCC(=O)N(C)c4ccccc4)n2)Cc2c(CO)cnc(C)c2O3)cc1	5.6µM*
20	COc1ccc(N2CC3CCC(C2)N3C(=O)c2ccc3c(c2)OCO3)cc1	?
21	COc1ccc(CC(=O)N2CCC(Cc3nc(-c4ccccc4)no3)CC2)cc1	-18%
22	Cc1cccc(NC(=O)c2cc(S(=O)(=O)N3CCC4(CC3)OCCO4)ccc2F)c1	i
23	Cc1ccc(-n2nc(C)c([C@@H]3C=C[C@@H](NCc4ccc(N(C)C)cc4)C3)c2C)cc1Cl	-42%[44.1 µM]
24	CN(C)c1ccc(NC(=O)CSc2nc(-c3ccco3)cc(C(F)(F)F)n2)cc1	-7%
25	CC(C)C(=O)N1C[C@@H](Oc2ccccc2)C[C@@H]1C(=O)N1CCOCC1	-26%
26	CC(=O)Nc1c(C(=O)Nc2cccc(C)c2)nnn1-c1ccc(C)cc1	-7%
27	Clc1ccc(OCc2nc(-c3ccc(-n4cccc4)cc3)no2)cc1	20%
28	O=C(c1ccncc1)N1CC(Oc2ccccc2-c2nc(C3CC3)no2)C1	?
29	Cc1nn2c(c1-c1ccccc1OCc1ccccc1)N(C(=O)C1CCC1)CCC2	-8%[44.1 µM]
30	O=C(c1ccccc1)N1CCC(Oc2cccnc2)C1 (configuration not stated)	24%

Further results.
item	Molecule	Pf Dd2 inh
31	COc1cccc(CNC(=O)Nc2cn(CC(C)C)c(=O)c3ccccc23)c1	?
32	CC(C)Cc1ccc(S(=O)(=O)Nc2ccc3[nH]c(=O)[nH]c3c2)cc1	4%
33	COCCn1cnc2ccc(N3CCCC3)nc2c1=O	-18%[44.1 µM]
34	CC(C)CS(=O)(=O)c1ncc(CN(C)Cc2cnn(C)c2)n1Cc1ccccc1	-18%
35	Cc1cc2nc3n(c(=O)c2n1CC(=O)Nc1ccc(F)c(F)c1)CCCC3	i
36	COc1cc(F)ccc1-c1nc(-c2c(C)noc2C)cc2[nH]c(C)cc12	?
37	O=C(NCc1ccccc1)Nc1cccc(-c2nnc3n2CCCC3)c1	?
38	Cc1ccc(-c2nn3c(=O)cc(CN4CCN(C(=O)COc5ccc(C)c(C)c5)CC4)nc3s2)cc1	-6%
39	COc1ccc(NC(=O)O[C@@H]2CO[C@H]3[C@@H]2OC[C@@H]3n2nnnc2SCc2ccco2)cc1	?
40	CC1CCCCN1S(=O)(=O)c1cc2c3c(c1)CC(=O)N3CCC2 (configuration not stated)	24%
41	O=C(NC[C@H]1Cn2c(-c3ccc(F)cc3)cnc2CO1)c1cnccn1	-22%[44.1 µM]
42	COc1ccc(NC(=O)N2CCn3nnc(CCC(=O)NC4CC4)c3C2)cc1	-21%
43	Cc1cc(C)c(OCC(=O)N(Cc2ccco2)Cc2ccco2)c(C)c1	-9%
44	CCc1noc(-c2cn(C3CCN(C(=O)Cc4cccc(C)c4)CC3)nn2)n1	-23%
45	CN(C)Cc1nnc(C2CC(NC(=O)CC3Cc4ccccc4C3)C2)n1C (configuration not stated)	-4%
46	CCc1ccccc1-n1cnc2cc(C(=O)NC3CCCCCC3)ccc21	?
47	C=Cc1ccc(CN2C(=O)c3ccccc3Sc3ccc(C(=O)OCc4ccco4)cc32)cc1	?
48	COC[C@@H]1CN(C(=O)Cc2c(C)noc2C)C[C@H]1c1ccccn1	17%
49	COc1cccc(Nc2cccc(CN3CCC(C)(NC(C)=O)C3)c2)c1 (configuration not stated)	?
50	Cc1cc(C(=O)N2CCCC(n3c(C)cnc3C3CCC3)C2)nn1C (configuration not stated)	?
51	CO[C@H]1C(=O)N(C2CCN(C(=O)C3CCCC3)CC2)[C@H]1c1ccncc1	13%
52	COc1cc(OC)c(NC(=O)Nc2nnc(N(C)C3CCCCC3)s2)cc1Cl	?
53	CCc1ccc(NC(=O)CC2C(=O)OCCN2CC)cc1 (configuration not stated)	15%
54	O=C(Cc1ccccc1)N1[C@H]2CC[C@@H]1c1cnc(-c3ccc(F)cc3)nc1C2	i
55	O=C(NCc1ccccc1)[C@@H]1Cc2nc[nH]c2CN1Cc1cc2ccccc2o1	-4%[44.1 µM]
56	O=C(NC1CCCCC1)N1CCC(N2CC3CC(C2)[C@H]2CCCC(=O)N2C3)CC1 (some centres not stated)	4%
57	O=C(NC1CCN(c2cc(C(F)(F)F)ncn2)CC1)c1ccccc1Cl	3%
58	C[C@@H](NC(=O)Nc1ccc(Cl)cc1)c1onc(-c2ccc(F)cc2)c1C(=O)O	-10%[44.1 µM]
59	COc1ccc(C(=O)NCCc2noc(-c3ccncc3)n2)cn1	2.5µM*
60	CNC(=O)c1noc([C@@H]2CC(F)(F)CN2Cc2ccc[nH]2)n1	14%

Entries shown so far with a CF3 group, in the order listed:
item	Molecule	Pf Dd2 inh
16	COc1ccc(-c2cc(C(F)(F)F)nc(SCC(=O)NCCc3ccccc3)n2)cc1	-15%
24	CN(C)c1ccc(NC(=O)CSc2nc(-c3ccco3)cc(C(F)(F)F)n2)cc1	-7%
57	O=C(NC1CCN(c2cc(C(F)(F)F)ncn2)CC1)c1ccccc1Cl	3%

Random excerpt: 4 compounds from above.
item	Molecule	Pf Dd2 inh
36	COc1cc(F)ccc1-c1nc(-c2c(C)noc2C)cc2[nH]c(C)cc12	?
50	Cc1cc(C(=O)N2CCCC(n3c(C)cnc3C3CCC3)C2)nn1C (configuration not stated)	?
35	Cc1cc2nc3n(c(=O)c2n1CC(=O)Nc1ccc(F)c(F)c1)CCCC3	i
37	O=C(NCc1ccccc1)Nc1cccc(-c2nnc3n2CCCC3)c1	?

Next results:
item	Molecule	Pf Dd2 inh
61	COc1cccc(NC(=O)CCNS(=O)(=O)c2ccc3c(c2)CCCC(=O)N3)c1	i
62	CCc1ccccc1NC(=O)CN1C(=O)c2cccnc2Oc2ccc(Cl)cc21	-16%
63	O=C1NCc2ccccc2CC12CCCN(Cc1ccc(Cl)cc1)C2 (configuration not stated)	?
64	Cc1cc(N2CCN(C)CC2)nc2ccc(NC(=O)Nc3ccccc3)cc12	?
65	Cc1ccc2c(=O)cc(C(=O)Nc3cccc(Cl)c3C)oc2c1C	60%[activator]
66	O=S(=O)(c1ccc(C(F)(F)F)cc1)N1CCC(C2CCNC2)CC1 (configuration not stated)	?
67	COc1cc(NC(=O)c2cc(C)nc3c2c(C)nn3-c2ccccc2Cl)cc(OC)c1	-28%
68	CN1CCN(c2ccc3ncc(Nc4ccccc4-c4ccccc4)n3n2)CC1	?
69	COc1ccc(CCn2c(=O)[nH]c3cc(C(=O)N4CCN(c5ccccc5)CC4)ccc3c2=O)cc1OC	3%
70	COc1cc(NC(=O)CC2C(=O)N(c3ccccc3)C(=O)N2Cc2ccc(F)cc2)cc(OC)c1 (configuration not stated)	-17%
71	COC[C@@H]1CN(c2cnccn2)C[C@H]1C(=O)Nc1cccnc1	-5%
72	COCCNS(=O)(=O)c1cc(C(=O)O)cc(-c2cccc(C(C)N(C)C)c2)c1 (configuration not stated)	-3%
73	CN1c2cc(C(=O)NCCCc3ccccc3)ccc2C(=O)N2CCCCC21 (configuration not stated)	i
74	O=C(c1ccsc1)N1CCCCCC1c1nnc(-c2ccccc2)o1 (configuration not stated)	-3%
75	CCn1nc(-c2ccccc2)c(-c2ccccc2)c(C(=O)Nc2nc(C)c(C(=O)N(C)C)s2)c1=O	56%[activator]
76	Cc1ccc(-c2nc(C3CC(=O)N(c4ccc(Cl)cc4)C3)no2)cc1C (configuration not stated)	9%
77	O=C(COc1ccc(Cl)cc1)NCC(c1ccco1)S(=O)(=O)c1ccc(F)cc1 (configuration not stated)	i
78	COc1ncccc1-c1cc2c(nc1OC)nc(CC1CC1)n2C	i
79	COc1ccc(-c2noc(-c3ccc(NC4CCCC4)c([N+](=O)[O-])c3)n2)cc1OC	66%[activator]
80	CCOC(=O)c1ccc(NC(=O)C2=C(C)Nc3nc(SCc4ccc(Cl)cc4)nn3C2c2ccc(C)cc2)cc1 (configuration not stated)	-7%
81	COc1ccc(-c2ccc3ncc(Nc4ccccc4Cl)n3n2)cn1	?
82	O=C(Cc1cccc(F)c1)N1CCC2(CC1)NC(=O)N(Cc1ccccc1Cl)C2=O	i
83	COc1ccc(C(=O)N2CCCN(c3cc(-c4ccc(Br)cc4)[nH]n3)CC2)cc1F	?
84	CNC(=O)[C@@H]1C[C@H](Oc2cccnc2)CN1C(=O)c1cc(C)n(C)n1	17%
85	N#Cc1ccc(CN2C(=O)c3ccccc3Sc3ccc(C(=O)OCc4ccco4)cc32)cc1	?
86	Cn1c(=O)[nH]cc(CC(=O)NCc2cccnc2-n2ccnc2)c1=O	6%
87	Cc1ccc2ncc3c(-c4ccc(F)cc4)nn(-c4cccc(F)c4)c3c2c1	21%
88	CCOc1ccc(-c2nnc(SCC(=O)Nc3ccc(C)cc3Cl)o2)cc1	13%
89	OCc1ccc(CN2Cc3[nH]cnc3C[C@H]2c2nc(-c3ccncc3)no2)o1	14µM*
90	O=C(Cn1ncc2c3ccccc3n(Cc3ccccc3)c2c1=O)NCc1ccccn1	?

Going on with the list.
item	Molecule	Pf Dd2 inh
91	COc1ccc(C2Cn3nnc(C(=O)N4CCN(C(=O)Cc5ccccc5Cl)CC4)c3CO2)cc1 (configuration not stated)	i
92	Cc1cccc(N(CC(=O)N2CC[C@@](C)(O)[C@@H](O)C2)S(C)(=O)=O)c1	2%
93	Cc1ccc(NC(=O)N2CC[C@H]3C(=O)NCCCCCN(Cc4cccnc4)[C@@H]3C2)cc1C	8.9µM*
94	O=C(NCC(c1ccco1)S(=O)(=O)c1cccs1)c1ccc(C(F)(F)F)cc1 (configuration not stated)	21%[5.79 µM]
95	Cn1cnc(S(=O)(=O)N2CCC(C(=O)Nc3ccc(C#N)cc3)CC2)c1	69%[activator]
96	C[S+](=O)([O-])NC1CC2(CCN(Cc3ccc(O)cc3)CC2)c2ccccc21 (configuration not stated)	-5%
97	CC(C)C(=O)N1CCC2(CC1)N(c1ccccc1)C(=O)CS2(=O)=O	-26%
98	COc1ccc(-c2noc(-c3ccc(N4CCN(c5ccccc5)CC4)c([N+](=O)[O-])c3)n2)cc1OC	?
99	Cc1cccc2c(=O)cc(CSc3ccccc3NC(=O)c3cccc(Cl)c3)[nH]c12	23%
100	Cc1cc(C)cc(N2CCC(NC(=O)c3cc(C)ccc3C)C2=O)c1 (configuration not stated)	i
101	COc1ccc(C(=O)N2CCC(c3n[nH]c(=O)n3-c3ccc(C)cc3)CC2)cn1	i
102	COCC(=O)NCC1(COc2cccnc2)C[C@@H](O)[C@@H](O)C1 (some centres not stated)	16%[44.1 µM]
103	O=C1NC2(Cc3ccccc31)CN(CC1CC1)C2	?
104	COc1ccc(C)cc1NC(=O)c1cc(S(=O)(=O)N2CCCCC2)c[nH]1	i
105	O=[S+]1([O-])NCC2(CCN(Cc3ccccn3)C2)Nc2ccccc21 (configuration not stated)	i
106	O=C(Nc1ccc(F)cc1F)N1CCOC[C@H](Oc2ccc(C(F)(F)F)cn2)C1	-13%[44.1 µM]
107	O=C(NCCOc1ccccc1)[C@@H]1C[C@@H](c2ccc(F)cc2)N([S+](=O)([O-])c2ccccc2)C1	i
108	O=C(NCCC1CCN(C(=O)Nc2cc(F)cc(F)c2)CC1)c1ccccc1	-5%
109	CCc1cccc(C)c1NC(=O)Cn1c(=O)n(-c2ccc(C)cc2)c(=O)c2c1cnn2C	-18%
110	CCc1noc([C@@H]2CC(F)(F)CN2C(=O)c2ccc(F)cn2)n1	4%
111	O=C(CC1CCOCC1)N1CCN(c2ncccn2)CC1	91%[activator]
112	COc1ccc(OC)c(CNC(=O)[C@H]2CCC[C@H]2NC(=O)c2ccncc2)c1	?
113	COC(=O)c1nc(NC(=O)CC[C@H]2NC(=O)c3ccccc3NC2=O)sc1C	-17%

Assay outcomes as filed in PubChem.
